# PGE2 EP2 inh: human EP2 receptor antagonists, primary screen, TR-FRET cAMP, C6 glioma cells | Prostaglandin E2 receptor EP2 subtype (Homo sapiens), P43116 | C6 glioma cells expressing human EP2; cells stimulated with saturating PGE2 | 260,000 compounds, 0.52% hits | inhibition, % at 25 µM | AID 1422, 2008;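 active means percent inhibition above 40 after rounding to a whole number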;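 further: rat C6 glioma host cells with rolipram phosphodiesterase inhibitor present; the protocol text gives 20 µM as final concentration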
# Target sequence (P43116 whole entry, looked up): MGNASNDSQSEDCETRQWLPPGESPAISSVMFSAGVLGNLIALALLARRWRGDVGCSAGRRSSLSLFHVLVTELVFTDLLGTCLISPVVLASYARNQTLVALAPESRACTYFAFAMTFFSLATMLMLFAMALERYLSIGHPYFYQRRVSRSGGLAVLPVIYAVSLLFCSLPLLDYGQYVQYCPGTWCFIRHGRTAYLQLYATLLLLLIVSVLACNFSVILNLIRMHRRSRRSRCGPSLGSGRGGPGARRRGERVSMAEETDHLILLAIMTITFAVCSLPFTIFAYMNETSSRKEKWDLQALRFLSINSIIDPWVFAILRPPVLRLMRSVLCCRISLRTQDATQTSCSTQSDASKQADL
# p47phox inh: p47phox/p22phox peptide binding inhibitors, primary screen, biochemical, uHTS, NADPH oxidase regulatory subunit. Neutrophil cytosol factor 1 (Homo sapiens), P14598. fluorescence polarization, 2 h. inhibition, % at 24.7 µM. 220,000 compounds, 0.53% hits;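 active means inhibition above about 30%, limit read from the data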;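 further: 0% = p47phox with labelled peptide and 100% = labelled peptide alone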
# Target sequence (P14598 whole entry, looked up): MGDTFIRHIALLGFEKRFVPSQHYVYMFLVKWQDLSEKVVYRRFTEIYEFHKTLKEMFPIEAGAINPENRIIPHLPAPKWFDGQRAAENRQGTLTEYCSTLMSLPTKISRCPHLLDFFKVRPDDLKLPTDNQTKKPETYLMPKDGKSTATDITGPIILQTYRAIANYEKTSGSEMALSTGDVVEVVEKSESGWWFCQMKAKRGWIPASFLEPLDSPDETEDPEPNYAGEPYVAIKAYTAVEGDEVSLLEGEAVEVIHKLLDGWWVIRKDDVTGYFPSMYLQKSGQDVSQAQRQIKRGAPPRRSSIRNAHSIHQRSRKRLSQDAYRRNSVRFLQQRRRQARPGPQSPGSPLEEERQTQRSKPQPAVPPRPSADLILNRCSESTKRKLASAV
# PPC-1+TRAIL kill: compounds killing PPC-1 cancer cells with TRAIL present, primary screen, TRAIL potentiator project, ATPLite luminescence, uHTS; cell killing (% activity), % at 4 µM; PPC-1 cells + TRAIL, ATPLite viability luminescence; 220,000 compounds, 0.41% hits;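 active means cell killing above 50% in the first pass at 4 µM, then a duplicate retest at 5 µM averaging 50% or more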;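 further: plate controls were cells with TRAIL plus DMSO for no effect and medium-only wells lacking cells for full effect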
# RBBP9 inh: human RBBP9 inhibitors, primary screen, biochemical, fluorescence polarization, FP-Rh probe, HTS | recombinant RBBP9 | inhibition, % at 7.94 µM | 220,000 compounds, 0.2% hits | AID 1515, 2009;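 active means inhibition above the campaign mean of all tested compounds plus 3 SD, cut at about 14% in these data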;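 further: plate controls were DMSO wells with RBBP9 for no effect and wells lacking RBBP9 protein for full effect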
# Target sequence (O75884 whole entry, looked up): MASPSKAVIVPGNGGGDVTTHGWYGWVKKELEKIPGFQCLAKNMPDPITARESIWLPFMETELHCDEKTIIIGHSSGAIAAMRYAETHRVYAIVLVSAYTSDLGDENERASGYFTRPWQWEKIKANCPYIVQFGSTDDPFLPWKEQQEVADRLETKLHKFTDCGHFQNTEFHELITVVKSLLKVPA
#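 Material: RBBP9 protein. Amount: RBBP9 at 2.5 µM in dispensed solution, before mixing. Schedule: 30 min then 45 min, 25 °C. Medium: Tris buffer pH 8.0, NaCl, Pluronic. Measured by: fluorescence polarization. Measure: percent inhibition from mP, scaled between DMSO and no-protein wells. Replication: one well per compound.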
# p97 inhibitor: inhibitors of human p97 ATPase, primary screen, biochemical; inhibition, % at 8 µM; recombinant p97 ATPase, Kinase-Glo ATP luminescence, 3 h; Transitional endoplasmic reticulum ATPase (Homo sapiens), P55072; 220,000 compounds, 0.42% hits; in the data active means inhibition above about 15%;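 further: 0% = DMSO vehicle and 100% = wells lacking enzyme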
# Furin inh: human furin inhibitors, primary screen, biochemical, fluorescence intensity; purified furin, fluorogenic substrate cleavage; AID 463115, 2010; 220,000 compounds, 0.061% hits; inhibition, % at 30 µM; in the data active means inhibition above about 25%; further: inactives centre near -15
# BaF3 tox: parental Ba/F3 cell viability inhibition, counter-screen for JAK2V617F inhibitor project, murine pro-B, CellTiter-Glo luminescence; inhibition, % at 5.6 µM; CellTiter-Glo ATP luminescence; 220,000 compounds, 1.1% hits;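 active means inhibition above a per-campaign cutoff, the mean inhibition of all tested compounds plus 3 SD, cut at about 27% in these data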;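 further: 0% = DMSO wells and 100% = JAK Inhibitor I control wells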
# TbHK1 inh: Trypanosoma brucei hexokinase 1 inhibitors, primary screen, biochemical, G6PDH-coupled NADH absorbance, MLSCN library | hexokinase 1 [Trypanosoma brucei] | recombinant TbHK1, G6PDH-coupled NADH A340 | inhibition, % at 10 µM | 220,000 compounds, 0.11% hits;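 active means inhibition of 50% or more in the single-dose primary screen; inactive means inhibition below 50%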
# Ba/F3 V617F tox: reduced viability of JAK2V617F-dependent Ba/F3 cells, primary screen, JAK2V617F inhibitor project, cell-based, Ba/F3 EpoR-JAK2V617F, luminescence. inhibition, % at 5.6 µM. ATP luminescence. 220,000 compounds, 1.1% hits. AID 1446, 2008;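 active means inhibition above the campaign mean plus 3 SD over all tested compounds, cut at about 24% in these data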;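 further: cytokine-independent growth of Ba/F3 cells driven by EpoR plus mutant JAK2; 0% = DMSO-treated cells and 100% = JAK inhibitor I control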
# Starred values were filed as active, the others as inactive; nt = not tested or not shown; [ ] = remark or other dose. This is a subset. The share of hits here may be higher or lower than overall.
no.	canonical_smiles	PGE2 EP2 inh	p47phox inh	PPC-1+TRAIL kill	RBBP9 inh	p97 inhibitor	Furin inh	BaF3 tox	TbHK1 inh	Ba/F3 V617F tox
1	COC(=O)C1CCN(S(=O)(=O)Cc2ccccc2)CC1	10.0	-5.4	5.4	-3.9	2.8	-28.6	-1.2	2.6	0.5
2	Oc1ccc2ccccc2c1C=Nc1cc(C(F)(F)F)ccc1N1CCCC1	9.1	-54.7	14.7	-0.9	1.9	-11.8[20 µM]	0.8	-12.5	-1.5
3	COc1ccc(-c2c3c(=O)n(C)c(=O)n(C)c3cn2-c2ccccc2)cc1	9.6	9.1	5.6	-3.2	-0.1	-13.9	7.2	45.7	2.4
4	C/C(N)=C(/C#N)C(=O)CSc1ccc2c(c1)OCCO2	12.6	-2.7	22.6	-8.6	2.1	-25.0	3.4	4.4	-2.4
5	N#Cc1ccccc1/C=N/Nc1nc(-c2ccccc2)c2cc(Br)ccc2n1	13.2	-2.0	7.5	0.3	4.6	-23.0[20 µM]	9.2	-13.9	4.2
6	Nc1nc(-c2c[nH]c3ccccc23)cs1	8.2	6.2	12.4	1.2	6.5	-15.3	-1.1	-0.1	0.2
7	O=C(O)c1cccc(S(=O)(=O)N2CCCC2)c1	5.1	-4.7	0.4	-8.3	2.6	-16.0	0.6	16.3	-2.6
8	O=C(NCc1ccc(-n2cccc2)cc1)c1cccc(F)c1	23.7	-3.0	15.1	-3.4	7.6	-30.3	-0.2	-3.5	-2.4
9	CC(=O)Nc1ccc(C(=O)NC2CCCC2)cc1	5.3	-4.6	-13.4	-6.3	2.8	-34.8[20 µM]	7.6	1.7	-2.9
10	Cn1cc([N+](=O)[O-])c(C(=O)NCC(=O)O)n1	6.1	-3.9	4.2	-7.7	5.2	-26.2	7.5	1.0	-4.5
11	C/C(=N\NC(=O)CSc1nc(C)cc(C)n1)c1ccc2c(c1)OCCO2	6.5	-4.8	-1.0	-5.4	1.3	-22.5	4.1	1.5	-1.5
12	COc1ccc(-c2ccc(CCC(=O)O)n2CC(=O)Nc2cccc(OC)c2)cc1	11.2	-23.5	25.8	5.5	7.5	-8.4	8.9	-9.2	-3.9
13	O=C(Cc1ccc(F)cc1)N1CCN=C1SCc1ccc([N+](=O)[O-])cc1	7.4	6.7	15.9	1.1	4.4	-19.8	3.8	-1.2	-5.5
14	Cc1cccc(C)c1NC(=O)N1CCC(n2c(=O)[nH]c3ccccc32)CC1	9.0	-14.5	-2.0	-1.2	12.3	-26.4	4.5	-4.7	-4.9
15	COc1ccc(N2CCN(C(=O)CSc3nnc(-c4ccco4)n3C)CC2)cc1	3.2	-20.1	-16.7	-4.8	1.4	-18.5	3.5	8.1	3.9
16	NC(CC(=O)NC(c1ccccc1)(c1ccccc1)c1ccccc1)C(=O)O (stereo unspecified)	4.6	-8.6	5.0	-2.2	-0.1	-4.9	9.5	-0.6	5.1
17	Cc1nn(C(=O)CCCC(=O)n2nc(C)c(Cl)c2C)c(C)c1Cl	nt	nt	nt	-8.9	2.1	-16.4[20 µM]	3.8	0.1	-1.2
18	c1ccc2sc(-c3ccncc3)nc2c1	5.5	-12.7	7.8	-5.0	-3.6	-6.9	-2.5	-6.3	1.4
19	CC(OC(=O)c1cc2sccc2n1C)C(=O)NCC1CCCO1 (stereo unspecified)	16.4	0.3	10.3	-8.5	1.4	-25.8	2.9	-2.7	0.2
20	CC1=NCCN1S(=O)(=O)c1c(C(C)C)cc(C(C)C)cc1C(C)C	7.1	-7.1	nt	-1.6	3.0	-16.2	6.2	-3.8	-0.3
21	Cc1nn(C)c(C)c1CNC(=O)c1cc2n(n1)C(C(F)(F)F)CC(c1cccs1)N2 (stereo unspecified)	7.4	-8.7	0.8	-6.4	7.8	-18.7[20 µM]	18.1	2.3	5.3
22	COc1ccccc1NC(=S)N(c1ccccc1)C(C)C	4.3	-3.5	-1.2	-8.3	9.6	-23.4	0.0	0.8	-5.1
23	Clc1ccccc1OCc1nnc(-c2ccccc2Br)o1	7.3	-24.1	0.2	-6.8	-8.8	-18.8	5.8	5.7	1.9
24	Cc1ccc(S(=O)(=O)N2CCN(C(=O)c3ccccc3)CC2)cc1	8.5	-8.4	-0.3	3.4	-5.9	-13.4[20 µM]	8.4	-1.6	0.3
25	COc1cc2nc(=S)n(CCCN3CCOCC3)c(N)c2cc1OC	4.5	-28.9	-13.6	-1.5	-4.8	-6.2	4.6	1.0	1.6
26	COc1ccccc1/C=C/C(=O)Nc1ccc(N2CCOCC2)cc1	1.1	-7.0	25.4	-3.2	6.3	-22.3	3.6	-29.1	-2.6
27	CC1(C)CC2CC(C)(CN2C(=O)C23CCC(C)(C(=O)O2)C3(C)C)C1 (stereo unspecified)	7.1	-7.9	19.7	5.7	1.8	-12.0	-0.4	3.0	-3.7
28	COc1cc(C(=O)NNC(=O)c2ccc(NC(=O)C(C)(C)C)cc2)cc(OC)c1OC	12.9	5.9	nt	-2.5	6.7	-18.8	-2.3	-8.9	-3.9
29	CCOC(=O)C1=C(C)NC(C)=C(C(=O)OCC)C1c1ccc(OC)cc1	9.4	2.9	4.2	0.5	-2.3	-25.3	6.5	-7.7	-1.1
30	Cc1cc2nc(C3CCN(C(=S)NCCCOC(C)C)CC3)[nH]c2cc1C	7.5	-4.4	11.8	-9.8	-0.5	-20.9	11.5	0.8	3.1

# A draw from above in order of count of non-hydrogen atoms, smallest number first.
no.	canonical_smiles	PGE2 EP2 inh	p47phox inh	PPC-1+TRAIL kill	RBBP9 inh	p97 inhibitor	Furin inh	BaF3 tox	TbHK1 inh	Ba/F3 V617F tox
22	COc1ccccc1NC(=S)N(c1ccccc1)C(C)C	4.3	-3.5	-1.2	-8.3	9.6	-23.4	0.0	0.8	-5.1
19	CC(OC(=O)c1cc2sccc2n1C)C(=O)NCC1CCCO1 (stereo unspecified)	16.4	0.3	10.3	-8.5	1.4	-25.8	2.9	-2.7	0.2
28	COc1cc(C(=O)NNC(=O)c2ccc(NC(=O)C(C)(C)C)cc2)cc(OC)c1OC	12.9	5.9	nt	-2.5	6.7	-18.8	-2.3	-8.9	-3.9

# (continued)
no.	canonical_smiles	PGE2 EP2 inh	p47phox inh	PPC-1+TRAIL kill	RBBP9 inh	p97 inhibitor	Furin inh	BaF3 tox	TbHK1 inh	Ba/F3 V617F tox
31	COc1ccc(/C=C/C(=O)NC(=S)NNC(=O)c2cccnc2)cc1OC	3.8	-9.5	10.6	-8.9	2.8	-12.1[20 µM]	4.2	-52.7	-1.5
32	Cc1ccc(C(=O)Nn2c(N)c(S(=O)(=O)c3ccc(C)cc3)c3nc4ccccc4nc32)cc1	5.4	-7.9	17.9	-6.2	0.0	-26.5[20 µM]	7.1	-25.5	0.6
33	CCc1ccc(OC(=O)c2ccn(CC)n2)cc1	-3.8	8.5	-26.8	2.9	1.0	-22.2	4.8	0.7	0.5
34	CCC1(CC)Cc2ccccc2C(C2=C(O)CC(C)(C)CC2=O)=N1	12.5	9.7	18.0	-8.2	-5.0	-11.0	5.8	-14.1	1.0
35	CCc1ccc(-c2csc(-c3c[nH]c4ccccc34)n2)cc1	11.2	-10.4	7.2	-2.1	-5.0	-11.5	1.8	-7.0	-2.4
36	CN1/C(=C\C(=O)COC(=O)CN2C(=O)C3CC=CCC3C2=O)C(C)(C)c2ccccc21 (stereo unspecified)	11.7	-45.1	-14.6	-2.7	-4.7	-8.0	4.2	-19.5	5.4
37	C=CCNC(=O)NC(=O)CSc1nc2cc([N+](=O)[O-])ccc2n1-c1cccc(C(F)(F)F)c1	2.4	-11.7	-0.4	-6.5	2.7	-13.6	6.2	-9.0	1.9
38	COc1ccc(NC(=O)Nc2ccccc2SC)cc1	3.6	-7.6	12.1	-3.4	-10.1	-28.8	8.6	2.6	7.4
39	Cn1nc(C(F)(F)F)c(C(=O)Nc2ccc(F)cc2F)c1Sc1ccc(Cl)cc1	1.8	0.8	16.6	-6.1	-6.7	-18.5[20 µM]	3.5	-5.3	0.9
40	Cc1ccc(-n2c(SCC(=O)NCc3ccco3)nc3c(sc4ccccc43)c2=O)cc1	2.8	-8.4	16.9	-7.0	8.0	-20.0	7.0	-2.1	-3.4
41	COC(=O)CC1Oc2ccccc2N(Cc2ccccc2)C1=O (stereo unspecified)	4.2	-10.8	-17.1	-1.8	3.0	-17.2	5.5	1.0	-0.1
42	Nc1ccc(C(=O)n2c3ccccc3c3ccccc32)cc1	10.0	-9.5	15.8	-1.5	3.8	-8.0[20 µM]	73.1*	0.7	68.1*
43	CCOC(=O)CCCNC(=O)COC(=O)c1cc(Br)c(Br)s1	20.7	-6.9	5.1	-7.2	-0.2	-22.9	4.4	-1.0	-1.3
44	CCN(CC)c1c([N+](=O)[O-])c(=O)n(C)c2ccccc12	6.2	-6.0	18.8	-0.1	-0.5	-15.8	3.9	-13.4	-3.2
45	COc1ccc(CC(=O)NC(=S)NNC(=O)COc2c(C)cccc2C)cc1	6.0	2.1	14.2	-14.3	-6.7	-10.9	9.7	2.8	2.2
46	Cc1ncsc1C(=O)N1N=C2/C(=C/c3ccccc3)CCCC2C1c1ccccc1 (stereo unspecified)	nt	-3.9	17.4	-12.6	0.7	-19.0[20 µM]	-0.2	-15.3	-1.1
47	N#Cc1c2c(c(NCCN3CCOCC3)n3c1nc1ccccc13)CCCC2	4.9	-4.6	-7.2	-1.1	-2.4	-12.0	11.2	5.6	5.9
48	COc1cc(C)nc(N2CCCC(C(=O)Nc3cccc(Cl)c3C)C2)n1 (stereo unspecified)	20.9	-5.2	8.6	1.4	4.2	-12.9	3.0	1.8	-0.1
49	O=C(CCC(=O)Nc1cccc2ccccc12)N/N=C/c1ccco1	0.1	-3.5	17.5	-5.9	1.2	-6.3	4.3	-3.2	-1.2
50	Cn1c(Cn2c(=O)sc3ccccc32)nnc1SCC(=O)NCc1ccccc1	8.4	-6.6	24.3	0.2	-0.1	-9.3	-2.4	-19.3	-2.1
51	COc1cccc(/C=N/NC(=O)C(=O)N2CCCC2)c1O	7.3	-8.1	-12.4	-7.8	-4.5	-1.8[20 µM]	6.1	-0.7	1.9
52	CS/C(=C(/C#N)S(=O)(=O)c1ccc(Cl)cc1)N1CCOCC1	8.4	-0.1	3.3	5.1	4.6	-11.8	1.4	-19.4	-1.1
53	CCOC(=O)C1=C(Nc2cccc(Cl)c2)OCC1=O	5.3	-8.8	-5.2	-7.5	-0.8	-21.0	4.8	-5.4	1.6
54	CCCOc1ccc(NC(=O)C(=O)NCCCn2ccnc2)cc1	2.5	-0.9	5.5	-5.6	-2.9	-8.1	2.5	-0.2	1.4
55	CCOC(=O)c1cnc2c(F)ccc(F)c2c1Sc1ccccc1	3.0	-9.1	6.2	-4.6	-2.5	-22.4	3.4	-5.7	-0.2
56	CN(C)CCCN(C(=O)c1cccs1)c1nc(-c2ccccc2)cs1	3.3	-9.9	17.7	-4.3	-8.9	-10.9	12.1	4.5	7.2
57	S=C(NCC1CCCO1)N1CCN(Cc2ccccc2)CC1 (stereo unspecified)	6.5	-2.0	6.7	-4.8	3.4	-18.6	2.8	-3.3	-1.8
